# AHR activator: activators of human aryl hydrocarbon receptor | P35869 | AHR-responsive luciferase reporter cells, luminescence | activation, % at 5 µM | hit rate 2.5% among 320,000; in the data active = activation above about 47%;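 also: 0% = vehicle wells and 100% = reference agonist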
# Target sequence (P35869 whole entry, looked up): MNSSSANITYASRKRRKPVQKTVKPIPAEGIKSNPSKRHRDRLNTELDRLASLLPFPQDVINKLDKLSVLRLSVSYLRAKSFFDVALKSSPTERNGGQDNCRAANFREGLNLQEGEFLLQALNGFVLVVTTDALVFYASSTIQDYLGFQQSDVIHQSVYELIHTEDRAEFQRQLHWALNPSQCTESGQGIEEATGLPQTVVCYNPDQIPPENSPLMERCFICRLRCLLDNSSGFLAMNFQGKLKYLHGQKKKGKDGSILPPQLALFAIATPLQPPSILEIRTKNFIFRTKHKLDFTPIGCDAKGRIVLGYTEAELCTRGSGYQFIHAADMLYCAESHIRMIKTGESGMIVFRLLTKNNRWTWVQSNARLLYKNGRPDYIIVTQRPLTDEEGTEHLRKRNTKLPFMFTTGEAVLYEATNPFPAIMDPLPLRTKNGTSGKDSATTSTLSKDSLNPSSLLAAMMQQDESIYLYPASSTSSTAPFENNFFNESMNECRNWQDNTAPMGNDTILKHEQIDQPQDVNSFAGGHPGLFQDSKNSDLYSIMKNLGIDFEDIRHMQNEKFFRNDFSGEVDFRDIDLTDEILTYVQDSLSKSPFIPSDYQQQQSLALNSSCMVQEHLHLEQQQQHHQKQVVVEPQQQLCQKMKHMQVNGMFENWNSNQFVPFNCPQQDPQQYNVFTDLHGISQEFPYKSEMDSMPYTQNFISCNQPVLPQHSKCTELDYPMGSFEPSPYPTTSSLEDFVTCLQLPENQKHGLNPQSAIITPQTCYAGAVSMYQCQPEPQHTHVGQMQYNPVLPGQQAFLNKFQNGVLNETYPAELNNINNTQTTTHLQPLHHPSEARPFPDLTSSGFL
# AGP1 TOR yeast: alters AGP1-GFP fluorescence in TOR pathway yeast screen; S. cerevisiae AGP1-GFP multiplex flow cytometry, 3 h; GFP as percent of DMSO wells; GFP response vs DMSO, % at 10 µM; hit rate 0.02% among 320,000; AID 2066;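 active = GFP response relative to DMSO above a set limit, near screen average plus 3 SD, cut at about 150% in these data; inconclusive = fewer than 70 cells counted for the yeast strain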;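 also: median GFP channel fluorescence of the gated AGP1 strain per well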
# LAP4-GFP MLPCN: modulators of TOR pathway LAP4-GFP in S. cerevisiae | S. cerevisiae LAP4-GFP multiplex, flow cytometry GFP, 3 h; median GFP as percent of DMSO wells | GFP response vs DMSO, % at 10 µM | hit rate 0.34% among 320,000;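 active = GFP response vs DMSO above a set limit, about the screen mean plus 3 SD, cut at about 150% in these data; inconclusive = under 70 cell events counted for the yeast strain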
# RPL19A-GFP yeast: alters RPL19A-GFP fluorescence in TOR pathway yeast screen; S. cerevisiae RPL19A-GFP strain, flow cytometry, 3 h; stronger effect = lower value; percent response vs DMSO, % at 10 µM; hit rate 0.3% among 330,000;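 active = percent response vs DMSO below 50%; inconclusive = fewer than 70 events counted for the yeast strain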;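 also: median channel GFP fluorescence of the barcoded RPL19A-GFP strain; ratio of sample median GFP to plate DMSO average so 100% = DMSO; lower means less RPL19A-GFP as with rapamycin TOR inhibition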
# MEP2 TOR yeast: modulators of TOR pathway MEP2-GFP in S. cerevisiae | hit rate 0.51% among 330,000 | S. cerevisiae MEP2-GFP strain, flow cytometry GFP, 3 h; 100% = DMSO control level | GFP response vs DMSO, % at 10 µM;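 active = GFP response versus DMSO above a set limit, roughly screen mean plus 3 SD, cut at about 180% in these data; inconclusive = fewer than 70 cells counted for a yeast strain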;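 also: median GFP fluorescence of the barcode-gated MEP2-GFP cells per well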
# Yeast superoxide: lowers age-related superoxide in aged yeast cells. superoxide response (% of plate mean), % at 10 µM. S. cerevisiae aged cells, superoxide DHE fluorescence; stronger effect = lower value. AID 2690. hit rate 0.18% among 330,000;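 active = superoxide response under a set limit, about three screen SD below normal, cut at about 65% in these data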;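 also: yeast aged for seven days with compound at 30 °C before DHE staining; 100% = average MFI of all compound-treated wells on the plate with controls excluded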
# CIT2-GFP yeast: yeast TOR pathway CIT2-GFP modulation; S. cerevisiae CIT2-GFP strain, flow cytometry, 3 h; 100 means same as DMSO wells; GFP response vs DMSO, % at 10 µM; hit rate 0.065% among 320,000; AID 2029;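 active = GFP response relative to DMSO above a set limit, near the screen mean plus 3 SD, cut at about 150% in these data; inconclusive = Fewer than 70 cells measured for a yeast strain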;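 also: ratio of well median GFP fluorescence to mean of DMSO wells on the plate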
# Efflux pump inh: blocks antifungal efflux pumps in multiplex yeast assay; S. cerevisiae Candida pump triplex, Nile Red efflux; inhibition, % at 10 µM; hit rate 0.44% among 330,000; AID 485275;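 active = plate passing quality check with inhibition over a set limit, or well fluorescence over plate mean plus 4 SD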;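 also: Nile Red retained in pooled yeast measured as flow cytometry median fluorescence; 0% = buffer negative control and 100% = Enniatin B positive control; higher means more Nile Red kept so more efflux inhibition; some compounds called inactive have numbers as strong as hits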
# * hit, by the source's call; ? = inconclusive; / = not tested or not shown; [ ] = dose if it differs, or a comment.
SMILES,AHR activator,AGP1 TOR yeast,LAP4-GFP MLPCN,RPL19A-GFP yeast,MEP2 TOR yeast,Yeast superoxide,CIT2-GFP yeast,Efflux pump inh
COc1cccc(OC)c1C(=O)NC(=S)Nc1cc(-c2nc3ccccc3[nH]2)ccc1Cl,22,99,91,104,96,100,100,-0.2
CN1CCC2(CC1)Nc1nc(SCc3ccc(Cl)cc3)nn1C1=C2CN(C)CC1,2,108,112,102,112,99,118,0.0
Cc1ccccc1NC(=O)C1CCN(S(=O)(=O)c2cccc3nonc23)CC1,2,91,88,99,98,97,95,0.4
CC(C)[C@H](NC(=O)c1ccco1)C(=O)OCC(=O)N1CC(=O)Nc2ccccc21,5,107,102,109,112,116,115,0.2
COCCNc1nc(-c2ccccc2)nc2ccccc12,10,?,96,98,?,97,100,0.1
CCOc1ccccc1NC(=O)C1=C(C)NC(=O)NC1c1cccc(OC)c1OC (stereo not drawn),6,101,102,100,105,110,102,0.0
CCC(O)C1CCN(Cc2cn(-c3ccc(OC)cc3)nc2-c2cccc(F)c2)CC1 (stereo not drawn),-1,103,99,99,100,104,102,0.0
Nc1nc(-c2ccccc2)c(N=Nc2ccccc2Cl)s1,19,98,113,92,106,120,86,-0.3
CCOC(=O)C1CCN(C(=O)CN(c2ccc(OC)cc2)S(=O)(=O)c2c(C)nn(C)c2C)CC1,1,104,111,103,101,100,100,0.0
Nc1c(-c2ccc(Cl)cc2)cnn1-c1cccc(C(F)(F)F)c1,-4,87,103,92,101,104,97,0.0
CCN1C(=O)CC(NNC(=O)c2ccccc2)C1=O (stereo not drawn),1,105,108,99,103,97,100,-0.2
COc1ccc2oc(C(=O)OC(C)C(=O)N(C)c3ccccc3)c(C)c2c1 (stereo not drawn),-2,104,100,97,104,100,90,0.1
COc1ccc(Cl)cc1NS(=O)(=O)c1cccc(C(=O)NCC(C)(C)N2CCOCC2)c1,4,107,111,110,106,99,87,0.1
C/C(CC(=O)NC12CC3CC(CC(C3)C1)C2)=N\NC(=O)Cc1cccs1,14,94,92,97,90,101,90,-0.2
COc1ccc(-c2nnc(Nc3nc4c(OC)cccc4s3)o2)cc1,75*,110,105,104,107,82,110,0.2
Clc1cccc(OCCN2CCNCC2)c1,-3,104,96,102,107,93,107,0.0
O=C(CCc1ccccn1)NC1CCCc2c1cnn2-c1ccc(F)cc1F (stereo not drawn),5,101,99,96,97,91,105,-0.1
COCCN(CCOC)c1nc(-c2ccc(Cl)cc2)nc2ccccc12,118*,99,93,99,100,105,95,-0.1
Cc1c(NC(=O)CSc2n[nH]c(=O)n2-c2ccccc2)c(=O)n(-c2ccccc2)n1C,3,113,114,108,101,104,107,-0.1
O=C(NC1CC(=O)N(c2ccc(F)cc2)C1)C(=O)c1c[nH]c2ccccc12 (stereo not drawn),17,106,99,104,104,104,93,0.3
CC(C)(C)c1nn(-c2ccccc2)c2nc(Cl)c(C=O)cc12,2,109,109,104,107,102,109,-0.1
O=C1CCCCC1C(=O)c1cn(-c2ccc(Cl)c(Cl)c2)nn1 (stereo not drawn),4,95,98,102,94,100,98,-0.1
Cc1c(Br)c([N+](=O)[O-])nn1CC(=O)NCC1CCCO1 (stereo not drawn),1,91,95,93,94,99,90,-0.1
CCOC(=O)C1C(c2cc(OC)c(O)c(OC)c2)NC(=S)NC1(O)C(F)(F)F (stereo not drawn),0,102,88,102,104,90,105,0.0
COc1ccc(Br)cc1C(=O)Nc1ccccc1-c1ccccc1,82*,100,121,103,114,128,87,0.7
Cc1ccc2c(c1)C(c1ccncc1)=NNC(c1ccc(F)cc1)=N2,4,97,104,99,94,95,98,0.2
COc1cccc(CNc2nc3nc(C)cc(C)n3n2)c1,24,106,94,103,104,102,104,-0.1
CCOC(=O)N1CCN(C(=S)NC(=O)c2cccc(OC)c2)CC1,0,97,95,97,95,109,92,0.2
COc1ccccc1OCCC(=O)OCC(=O)Nc1ncc(Cl)cc1Cl,13,105,118,107,114,105,102,0.3
O=C(CN1CCCC1)N1CCN(c2ccccc2)CC1,0,90,87,91,92,104,94,0.1
Cc1ccc2c(CN(C)Cc3cccc(F)c3)cc(=O)oc2c1,6,105,92,103,104,100,109,-0.1
CCSc1sccc1C1C(C#N)=C(N)N(c2cccnc2)C2=C1C(=O)CCC2 (stereo not drawn),15,/,100,103,103,88,110,-0.1
Cc1cccc(CCNC(=O)c2oc3c(C)c(C)ccc3c2C)n1,38,101,93,104,104,113,103,0.0
CC(C)=CC(=O)Nc1ccc(S(=O)(=O)Nc2ccccn2)cc1,2,96,92,94,102,91,94,0.0
CC1=C(C(=O)Nc2ccc(Cl)cc2)C(c2ccco2)NC(=O)N1 (stereo not drawn),30,106,100,103,101,108,110,0.1
O=C(Nc1ccc(S(=O)(=O)Nc2ncccn2)cc1)c1nn(Cc2ccccc2)c(=O)c2ccccc12,1,107,116,97,102,99,98,0.0
O=C(NC(=S)NC1CCCc2ccccc21)c1ccco1 (stereo not drawn),5,89,92,90,95,98,88,0.1
CCc1cc2c(SCC(=O)Nc3cc(C)on3)ncnc2s1,0,120,122,99,123,95,117,0.1
O=C1N(c2ccc3c(c2)OCCO3)C(c2ccccc2)C1(F)F (stereo not drawn),0,86,98,92,102,101,87,0.1
Cc1nnc(SCCN2CCOCC2)n1C,-3,106,101,112,88,93,106,0.1
COc1c(Cl)cnn(-c2ccccc2)c1=O,-3,100,98,104,104,99,101,0.0
CN(Cc1nc(-c2cnccn2)no1)CC1(c2ccccc2)CC1(C)C (stereo not drawn),8,99,97,99,105,97,103,-0.1
C#CCOc1ccc(CNC[C@H]2O[C@@H](n3cnc4c(N)ncnc43)[C@H](O)[C@@H]2O)cc1,0,94,89,94,91,110,101,-0.1
N=C1S/C(=C\c2ccco2)C(=O)N1c1ccc2c(c1)OCO2,35,100,105,100,92,95,94,-0.1
O=C(Nc1cccc(S(=O)(=O)N2CCOCC2)c1)c1ccc2c(=O)n3c(nc2c1)CCCCC3,3,117,112,102,108,99,108,0.0

# A stretch from further up, as a working copy:
SMILES,AHR activator,AGP1 TOR yeast,LAP4-GFP MLPCN,RPL19A-GFP yeast,MEP2 TOR yeast,Yeast superoxide,CIT2-GFP yeast,Efflux pump inh
O=C(Nc1ccc(S(=O)(=O)Nc2ncccn2)cc1)c1nn(Cc2ccccc2)c(=O)c2ccccc12,1,107,116,97,102,99,98,0.0
O=C(NC(=S)NC1CCCc2ccccc21)c1ccco1 (stereo not drawn),5,89,92,90,95,98,88,0.1
CCc1cc2c(SCC(=O)Nc3cc(C)on3)ncnc2s1,0,120,122,99,123,95,117,0.1
O=C1N(c2ccc3c(c2)OCCO3)C(c2ccccc2)C1(F)F (stereo not drawn),0,86,98,92,102,101,87,0.1
Cc1nnc(SCCN2CCOCC2)n1C,-3,106,101,112,88,93,106,0.1
COc1c(Cl)cnn(-c2ccccc2)c1=O,-3,100,98,104,104,99,101,0.0
CN(Cc1nc(-c2cnccn2)no1)CC1(c2ccccc2)CC1(C)C (stereo not drawn),8,99,97,99,105,97,103,-0.1
C#CCOc1ccc(CNC[C@H]2O[C@@H](n3cnc4c(N)ncnc43)[C@H](O)[C@@H]2O)cc1,0,94,89,94,91,110,101,-0.1
N=C1S/C(=C\c2ccco2)C(=O)N1c1ccc2c(c1)OCO2,35,100,105,100,92,95,94,-0.1
O=C(Nc1cccc(S(=O)(=O)N2CCOCC2)c1)c1ccc2c(=O)n3c(nc2c1)CCCCC3,3,117,112,102,108,99,108,0.0

# (list continues)
SMILES,AHR activator,AGP1 TOR yeast,LAP4-GFP MLPCN,RPL19A-GFP yeast,MEP2 TOR yeast,Yeast superoxide,CIT2-GFP yeast,Efflux pump inh
Cc1nc(NC(=O)CSc2nc3cccnc3n2Cc2ccccc2)sc1C,2,100,97,101,98,89,93,0.1
COc1cnn(-c2ccccc2)c(=O)c1SCc1ccc(Cl)c(Cl)c1,-5,92,107,96,99,125,81,0.1
Cc1c(C(=O)Nc2ccc(F)cc2)sc2ncn(CC(=O)N3CCCCC3)c(=O)c12,42,22,94,76,118,86,99,-0.1
CC(C)CCNC(=O)C(=O)Nc1cc2c3c(c1)CC(=O)N3CCC2,6,100,94,99,95,104,98,0.0
C[C@]12CCC[C@H](O1)c1c(cc3c(c1O)C(=O)c1c(O)cc(O)cc1C3=O)O2,20,104,114,99,109,102,102,-0.2
Cc1cccc(NS(=O)(=O)c2nnc(NC(=O)C3CCCCC3)s2)c1,-1,84,92,91,91,133,83,0.0
CCOc1ccccc1NC(=O)c1cccc2c1C(=O)N(C1CCCCC1)C2,4,95,98,98,99,122,96,0.0
CCCCn1c(N)c(N(CC)C(=O)c2cccc(S(=O)(=O)N3CCN(C)CC3)c2)c(=O)[nH]c1=O,-2,112,103,102,102,95,107,-0.1
O=C(N/N=C/c1nn(-c2ccccc2)cc1-c1ccc(Cl)cc1)c1ccncc1,4,90,95,101,103,90,107,0.0
Cc1ccc(N2CC(C(=O)Nc3cc(C)on3)CC2=O)c(C)c1 (stereo not drawn),-1,88,85,92,102,88,97,0.2
Cn1c(NCc2ccco2)nc2c1c(=O)n(Cc1ccc(Cl)cc1)c(=O)n2C,11,95,92,94,91,98,93,0.3
CSCCC(NC(=O)COc1ccccc1)C(=O)OC(C)C(=O)Nc1ccccc1C (stereo not drawn),4,100,104,97,100,105,89,0.1
CCOc1cc2[nH]c(=O)n(Cc3ccccc3)c(=O)c2cc1OCC,5,21[may fluoresce violet],90,71,148,98,?,0.0
COc1ccccc1NC(=O)Cn1cnc2c(oc3ccccc32)c1=O,3,101,88,103,97,92,109,-0.2
Cc1[nH][nH]c(=O)c1C=NCc1ccc(Cl)cc1,0,99,89,107,111,110,104,0.0
COc1ccc(OCc2ccc(-c3nc4ccccc4c(=O)n3N)o2)cc1,20,?,62[may fluoresce violet],63[may fluoresce violet],249*[may fluoresce violet],113,?,0.0
C[C@H](CO)N1C[C@H](C)[C@@H](CN(C)S(C)(=O)=O)Oc2ccc(NC(=O)Nc3ccc(C(F)(F)F)cc3)cc2C1=O,-1,102,88,98,95,87,101,-0.3
CN1C=C(C(F)(F)F)C=C/C1=C(\C#N)c1nnc2n1CCCCC2,0,101,99,100,103,121,104,0.0
Cc1cc(C)c(NC(=S)N(CCc2ccncc2)C(C)C)c(C)c1,4,98,97,97,103,104,90,0.0
Cc1nnc(SCCCOc2ccccc2)nc1C,0,78,107,92,90,103,69,0.2
COC(=O)CCC(=O)OC1(C)C(=O)C=C2C=C(c3ccsc3)OC=C2C1=O (stereo not drawn),8,94,94,102,104,110,87,0.1
CCO/C(C)=C1/SC(=S)NC1=O,1,103,106,102,103,102,103,0.0
COC(=O)C1(C)Cc2cc(OC(C)=O)c(OC(C)=O)cc2N1 (stereo not drawn),0,101,97,93,97,102,97,0.1

# Bioassay records (PubChem BioAssay)
